PLK1 PBD block = qHTS for Inhibitors of PLK1-PDB (polo-like kinase 1 - polo-box domain): Primary Screen; Serine/threonine-protein kinase PLK1 (Homo sapiens), P53350; Potency, µM, without a hit: max response, negative = inhibition, hits mostly inhibitors; Plk1 PBD binding of FITC phosphopeptide, fluorescence polarization; AID 720504, 2013; 360,000 compounds, 2.8% hits; further: potency means the concentration at half of the fitted maximal effect; series mostly up to about 57 µM; on the % scale 0 is the no-effect control and ±100 the full control effect; nearly all actives have a fitted effect of over 65% in size
GLP1R inv ag = qHTS of GLP-1 Receptor Inverse Agonists (Inhibition Mode); HEK293 GLP-1R CRE-luciferase, luminescence, 24 h; GLP-1R form is constitutively active; Potency, µM (doses to about 38.3 µM), for the others: at the top dose activity change, negative = inhibition, usual class: inhibitors; 410,000 compounds, 1.6% hits; further: potency means the concentration at half of the fitted maximal effect; on the % scale 0 is the no-effect control and ±100 the full control effect; nearly all actives have a fitted effect of over 55% in size
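Inverse agonists were sought by their lowering of basal cAMP reporter luciferase output in HEK293 cells stably carrying constitutively active human GLP-1R, after 24 h compound treatment.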
PTHR1 agonist = qHTS for PTHR1 Agonists: Primary Screen; Parathyroid hormone/parathyroid hormone-related peptide receptor (Homo sapiens), Q03431; HEK293 GP2 PTHR1 cells, GloSensor cAMP luminescence, 1 h; Potency, µM (series often up to 115 µM), for inactives: at the highest dose activation, actives largely listed as activators; 410,000 compounds, 0.075% hits; further: potency means the concentration at half of the fitted maximal effect; nearly all actives have a fitted effect of over 55% in size; some results filed as inactive show a strong effect at the top dose; inactives centre near -15; many of its hits are not listed in these tables
Target sequence (Q03431 whole entry, looked up): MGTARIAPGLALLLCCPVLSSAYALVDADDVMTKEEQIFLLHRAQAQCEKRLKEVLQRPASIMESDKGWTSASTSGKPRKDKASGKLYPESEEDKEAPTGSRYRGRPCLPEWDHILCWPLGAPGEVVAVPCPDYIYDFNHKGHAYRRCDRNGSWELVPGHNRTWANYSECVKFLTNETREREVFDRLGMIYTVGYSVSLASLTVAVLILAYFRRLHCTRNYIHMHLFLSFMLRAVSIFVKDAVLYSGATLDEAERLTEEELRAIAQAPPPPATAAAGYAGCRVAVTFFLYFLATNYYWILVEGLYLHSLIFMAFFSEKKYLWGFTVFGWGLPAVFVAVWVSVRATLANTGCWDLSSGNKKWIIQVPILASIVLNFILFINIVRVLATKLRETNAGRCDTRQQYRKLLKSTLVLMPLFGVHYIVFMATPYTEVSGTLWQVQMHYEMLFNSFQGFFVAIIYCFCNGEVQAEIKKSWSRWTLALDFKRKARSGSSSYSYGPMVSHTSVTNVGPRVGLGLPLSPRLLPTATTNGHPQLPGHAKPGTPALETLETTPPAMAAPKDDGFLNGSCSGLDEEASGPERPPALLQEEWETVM
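HEK-293-derived GP2 cells expressing PTHR1 and a GloSensor cAMP reporter, 3,000/well, plated overnight, given luciferin plus IBMX (each 0.5 mM as added) for 1 h at 37 °C, then compound for 1 h at 37 °C. Luminescence was read after 15 min at room temperature.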
GLP-1R agonist = qHTS of GLP-1 Receptor Agonists; Glucagon-like peptide 1 receptor (Homo sapiens), P43220; HEK293 GLP-1R CRE-luciferase, luminescence, 4-6 h; cells express a hypersensitive GLP-1R form; Potency, µM (doses to about 45.6 µM), inactives show at the highest dose activation, hits mostly activators; 380,000 compounds, 0.007% hits; further: potency means the concentration at half of the fitted maximal effect; % of control where 0% means no effect
EPAC1 agonist = qHTS for Agonist of cAMP-regulated guanine nucleotide exchange factor 3 (EPAC1): primary screen. Rap guanine nucleotide exchange factor 3 (Homo sapiens), O95398. EPAC1 agonist qHTS, biochemical assay; response scale: 100% = response to 6.5 mM cAMP. Potency, µM (highest dose often 154 µM), for inactives: at the top dose activation, usual class: activators. 360,000 compounds, 0.073% hits. AID 720707, 2013; further: potency means the concentration at half of the fitted maximal effect; nearly all actives have a fitted effect of over 60% in size
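EPAC1 100 nM, Rap1B–BODIPY-GDP 250 nM, unlabeled GDP 50 uM; compound titration; 5 min RT; kinetic read ex480/em540 at 5-min intervals ×30 min; data normalized to 6.5 mM cAMP agonist control.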
EPAC1 antag = qHTS for Antagonist of cAMP-regulated guanine nucleotide exchange factor 3 (EPAC1): primary screen. Rap guanine nucleotide exchange factor 3 (Homo sapiens), O95398. EPAC1 GEF assay, Rap1b-BODIPY-GDP exchange fluorescence. Potency, µM (doses to about 115 µM), inactives show top-dose activity change, negative = inhibition, hits mostly inhibitors. 360,000 compounds, 0.14% hits. AID 720709, 2013;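 further: potency means the concentration at half of the fitted maximal effect; plate controls were vehicle for no effect and positive control for full effect; nearly all actives have a fitted effect of over 50% in size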
IL-2 act = qHTS of IL-2 Activators. IL-2 activation reporter assay, cell-based qHTS; stimulated with anti-CD3/CD4/CD28 beads; in transgenic mouse T cells. activation, % (series mostly up to about 46 µM). 360,000 compounds, 0.065% hits. AID 652025, 2013; in the data active means activation above about 50%; inconclusive means mostly about 30% to 49%; further: 0% is about no effect
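Using fluorescent plate cytometry, EGFP and DsRed are detected in transgenic mouse T cells stimulated 18 h at 37 degrees C with antibody-coated beads after 60 min compound pretreatment.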
PI5P4K alpha inh = qHTS for Inhibitors of phosphatidylinositol 5-phosphate 4-kinase (PI5P4K); Phosphatidylinositol 5-phosphate 4-kinase type-2 alpha (Homo sapiens), P48426; AID 652105, 2013; 330,000 compounds, 1.2% hits; PI5P4Kalpha enzyme, ADP-Glo luminescence, 60 min; active compounds read low; max response, %; active means max response of -50% or lower; inconclusive means between -30% and -50%; inactive means -30% or higher; further: value at the top dose of about 77 µM; on the % scale 0 is the no-effect control and ±100 the full control effect
Target sequence (P48426 whole entry, looked up): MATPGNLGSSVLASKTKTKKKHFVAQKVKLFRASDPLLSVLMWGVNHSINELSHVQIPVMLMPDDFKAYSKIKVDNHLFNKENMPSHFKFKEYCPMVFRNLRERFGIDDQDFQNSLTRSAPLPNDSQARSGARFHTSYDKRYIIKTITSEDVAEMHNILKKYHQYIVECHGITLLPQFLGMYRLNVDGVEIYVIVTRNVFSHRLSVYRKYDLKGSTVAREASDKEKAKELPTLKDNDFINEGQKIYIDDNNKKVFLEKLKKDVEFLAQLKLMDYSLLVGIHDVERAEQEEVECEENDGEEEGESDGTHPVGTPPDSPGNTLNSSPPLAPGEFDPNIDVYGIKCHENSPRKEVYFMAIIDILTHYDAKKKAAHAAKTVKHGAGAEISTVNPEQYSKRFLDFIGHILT
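Human PI5P4Kalpha with substrate in 0.038 M HEPES pH 7.4, 0.28 mM EGTA, 0.1% CHAPS, 5% DMSO; reaction started with 5 microM ATP (final), 60 min at room temperature. ADP formed read by ADP-Glo luminescence.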
GLP1R cytotox = qHTS of GLP-1 Receptor Inverse Agonists: Cytotox Screen; AID 624418, 2012; 410,000 compounds, 0.13% hits; HEK293 cAMP-luciferase reporter cells, luminescence, 24 h; Potency, µM (doses to about 38.3 µM), for the others: at the top dose activity change, negative = inhibition, usual class: inhibitors;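 further: loss of luciferase light is scored as toxicity; potency means the concentration at half of the fitted maximal effect; on the % scale 0 is the no-effect control and ±100 the full control effect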
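MLSMR compounds, 24 hr on cells at 37 deg C/5% CO2; luminescence after luciferase reagent (12 min RT). Inhibition counted as the undesired cytotoxic outcome.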
An asterisk follows results filed as active; i = inactive; ? = inconclusive; . = no result given; [ ] = remark or other dose. Unless noted, the call rests on the fitted dose curve; in most records, active means well fitted curve in the direction sought with a large enough effect; inconclusive means small, poorly fitted or top-dose-only effect, or another doubt; inactive means no such curve, though single readings can be large; an effect the other way counts as inactive or inconclusive. A portion of the library; count on the stated rates, not on these rows.

SMILES	PLK1 PBD block	GLP1R inv ag	PTHR1 agonist	GLP-1R agonist	EPAC1 agonist	EPAC1 antag	IL-2 act	PI5P4K alpha inh	GLP1R cytotox
Cc1c(C(=O)NCc2ccc3c(c2)OCO3)oc2ccc(Br)cc12	4%	7%	0%[57.5 µM]	16%	7%	10%	-1.0	.	3%
O=C(CN1CCN(c2ccc([N+](=O)[O-])cc2)CC1)Nc1nccs1	-7%	-15%	-28%	4%	2%	-10%	-2.4	-8	4%
Cc1cc(C(=O)NC2CCCc3c2cnn3-c2ccccc2F)nc(C)n1 (stereo not drawn)	-5%	9%	i	1%	3%	3%	-2.1	1	16%
CCn1c(=N)c(S(=O)(=O)c2ccc(F)cc2)cc2c(=O)n3ccccc3nc21	-15%	127%[activator]	i	22%	-2%	4%	0.1	-1	71%[activator]
N#Cc1cc(-c2ccccc2)[nH]c1-c1nccc2ccccc12	-6%	?	-46%	0%	1%	-20%	-0.8	-1	4%
O=C(c1cccnc1)c1ncc(C(F)(F)F)cc1Cl	1%	14%	-2%	-6%	-11%	-7%	-0.5	-5	-5%
COc1cc2cc(CNc3ccc(C)cc3)c(=O)n(CC(=O)Nc3ccc(C(C)C)cc3)c2cc1OC	.	11%	-22%	21%	.	.	.	.	3%
CCn1c(=NC(=O)CCS(=O)(=O)c2ccccc2)sc2cccc(OC)c21	-9%	-6%	-93%[inhibitor]	1%	3%	-17%	-1.2	-7	-7%
CCn1cnc2c1c(=O)n(Cc1cccc(Br)c1)c(=O)n2Cc1ccccc1	?	?	i	?	6%	3%	-0.7	3	3%
O=C(C1CC(=O)N(c2ccccc2)C1)N1CCCCCC1 (stereo not drawn)	4%	5%	-3%	-2%	-2%	-12%	-0.7	-2	0%
CC(C)(C)c1ccc(OCCOc2ccc(C(C)(C)C)cc2NC=O)c(NC=O)c1	4%	4.5µM*	-52%[inhibitor]	5%	-8%	-15%	-5.3	3	4%
CS(=O)(=O)c1ccc(C(=O)OCC(=O)N(CCc2ccccc2)Cc2ccccc2)cc1	2%	-20%	-3%	6%	2%	-6%	-0.3	-1	-7%
O=C(COc1ccccc1-c1ccccc1)Nc1ccc(S(=O)(=O)NCc2ccco2)cc1	-2%	13%	-10%[57.5 µM]	-2%	-1%	-2%	-2.1	-4	-1%
C#CCSc1nnc(-c2ccc(OC)cc2)o1	?	?	-34%[inhibitor]	-7%	3%	16%	1.4	-14	?
Cc1c(C(=O)O)nnn1-c1nonc1N	-6%	24%	i	-2%	1%	-18%	7.9	8	9%
Cc1cc([N+](=O)[O-])ccc1NCc1ccc2c(c1)OCCO2	-4%	9%	-61%[inhibitor]	19%	9%	-13%	1.1	-2	0%
COc1ccc(-c2csc(-c3cc4ccccc4oc3=N)n2)cc1	-2%	9%	-36%[inhibitor]	0%	11%	-12%	1.7	1	100%[activator]
COc1cccc(CN2CCSCC2)c1OC	-11%	29%	-3%	-4%	5%	-6%	1.5	-3	1%
COc1ccc(C(=O)N2CCC(C(=O)c3c(C)cc(C)cc3C)CC2)cc1	-7%	?	-18%	14%	6%	-9%	-3.5	0	8%
FC(F)(F)c1ccc(C2[C@H]3CN(Cc4cccnc4)[C@H](c4ccccc4)C34CC2(c2cccnc2)C4)cc1 (stereo partly drawn)	-5%	11µM*	-18%	-4%	-14%	-16%	-0.9	-24	?

Compounds from the list above that have a furan ring, fused or not (two):
SMILES	PLK1 PBD block	GLP1R inv ag	PTHR1 agonist	GLP-1R agonist	EPAC1 agonist	EPAC1 antag	IL-2 act	PI5P4K alpha inh	GLP1R cytotox
Cc1c(C(=O)NCc2ccc3c(c2)OCO3)oc2ccc(Br)cc12	4%	7%	0%[57.5 µM]	16%	7%	10%	-1.0	.	3%
O=C(COc1ccccc1-c1ccccc1)Nc1ccc(S(=O)(=O)NCc2ccco2)cc1	-2%	13%	-10%[57.5 µM]	-2%	-1%	-2%	-2.1	-4	-1%

Next compounds follow:
SMILES	PLK1 PBD block	GLP1R inv ag	PTHR1 agonist	GLP-1R agonist	EPAC1 agonist	EPAC1 antag	IL-2 act	PI5P4K alpha inh	GLP1R cytotox
COc1ccc(OC(C)C(=O)N2CCC(C)CC2)cc1 (stereo not drawn)	-6%	-2%	-45%	2%	1%	-8%	-0.6	-1	7%
[N-]=[N+]=NCC/C=C\C1NS(=O)(=O)OCC1O (stereo not drawn)	-7%	-5%	i	7%	-15%	9%	-2.6	-3	1%
CCNC(=S)N/N=C/c1cccc(C)c1	6%	?	i	5%	-4%	-3%	0.1	-2	?
Cc1ccc(-c2c3c(=O)n(C)c(=O)n(C)c3cn2CCCN2CCOCC2)cc1	-18%	-1%	-4%[57.5 µM]	9%	2%	7%	0.2	0	14%
C/C(=N\NC(=O)COc1ccc(C)cc1C(C)C)c1ccc(-n2ccnc2)cc1	-3%	?	-37%[inhibitor]	9%	-3%	-15%	-0.7	-6	?
CCOC(=O)N1CCC(n2c(SCC(=O)NCCC3=CCCCC3)nc3ccccc3c2=O)CC1	-7%	-35%	24%[57.5 µM]	-1%	14%	-3%	-2.6	.	-30%
CC(C)c1ccc(S(=O)(=O)N2CCN(C(=S)NCc3ccco3)CC2)cc1	21µM*	?	-14%	6%	-12%	-14%	0.3	?	-8%
CC1CCC(C(C)C)C(OC(=O)CSc2nc(N)cc(=O)[nH]2)C1 (stereo not drawn)	-3%	0%	-40%[inhibitor]	12%	1%	-2%	-1.9	.	-4%
O=C(NCc1cccs1)c1cc2c(s1)CS(=O)(=O)C2	-10%	-5%	?	21%	9%	?	2.8	.	9%
Cc1c(-c2ccccc2)[n+](=O)c(-c2ccc(Br)cc2)c(C)n1[O-]	-12%	11%	i	16%	4%	7%	1.6	2	4%
COc1ccc(-c2cc(C(=O)N3CCC3)c3ccccc3n2)cc1OC	1%	44%	-29%	9%	0%	-16%	-2.7	8	-5%
CCSc1ccccc1C(=O)NCc1ccc(S(N)(=O)=O)cc1	-14%	0%	i	0%	1%	14%	-2.8	.	3%
O=C(c1ccco1)N1CCN(Cc2cccc3ccccc23)CC1	-11%	?	-16%	10%	5%	-15%	-0.5	0	-8%
O=C1CC(C(=O)Nc2ccccc2C(=O)O)C(c2ccccc2)O1 (stereo not drawn)	-3%	8%	i	8%	-5%	8%	-1.1	-22	0%
Cc1nc(SCc2nc3c(F)cccc3[nH]2)c2oc3ccccc3c2n1	.	.	i	-8%	3%	-1%	-3.1	.	.
O=C(Cn1nnc2ccccc21)OCC(=O)c1ccc(F)cc1	2%	11%	i	-1%	4%	8%	4.5	3	19%
Cn1cnc([N+](=O)[O-])c1NCc1ccccc1	3%	0%	-12%	-2%	-2%	-9%	-0.5	7	-19%
CCC(C)NC(=O)c1ccccc1NC(=O)c1ccccc1N(C)S(C)(=O)=O (stereo not drawn)	-5%	1%	26%	17%	3%	-12%	1.2	1	6%
Cc1ccc(S(=O)(=O)N(C)C)cc1NC(=O)COC(=O)c1ccc(Cl)cc1	4%	-16%	-9%	5%	1%	-28%	0.2	3	-1%
COC(=O)c1ccc(NC(=O)C(=O)c2cn(CC(=O)N3CCOCC3)c3ccccc23)cc1	-12%	14%	-19%	1%	7%	-36%	-0.6	-2	0%
CCn1c(NC(=O)c2cccc(Cn3cc(Cl)cn3)c2)nc2ccccc21	-14%	4%	-10%	8%	-10%	-10%	-4.0	0	-10%
CCOC(=O)N1CCN(C/C(Cl)=C/c2ccccc2)CC1	7%	-7%	i	3%	4%	-1%	-0.1	-2	18%
Cc1ccc(-n2c(-c3ccncc3)nnc2-c2cccs2)cc1	-4%	-3%	0%	0%	2%	1%	0.4	1	3%

Single records, as listed above:
Cc1c(C(=O)O)nnn1-c1nonc1N is entered as PLK1 PBD block = -6%; GLP1R inv ag = 24%; PTHR1 agonist = i; GLP-1R agonist = -2%; EPAC1 agonist = 1%; EPAC1 antag = -18%; IL-2 act = 7.9; PI5P4K alpha inh = 8; GLP1R cytotox = 9%
CCNC(=S)N/N=C/c1cccc(C)c1 is entered as PLK1 PBD block = 6%; GLP1R inv ag = ?; PTHR1 agonist = i; GLP-1R agonist = 5%; EPAC1 agonist = -4%; EPAC1 antag = -3%; IL-2 act = 0.1; PI5P4K alpha inh = -2; GLP1R cytotox = ?

Five entries from above, arranged by molecular weight, lowest first:
SMILES	PLK1 PBD block	GLP1R inv ag	PTHR1 agonist	GLP-1R agonist	EPAC1 agonist	EPAC1 antag	IL-2 act	PI5P4K alpha inh	GLP1R cytotox
CCNC(=S)N/N=C/c1cccc(C)c1	6%	?	i	5%	-4%	-3%	0.1	-2	?
Cc1cc([N+](=O)[O-])ccc1NCc1ccc2c(c1)OCCO2	-4%	9%	-61%[inhibitor]	19%	9%	-13%	1.1	-2	0%
Cc1ccc(-n2c(-c3ccncc3)nnc2-c2cccs2)cc1	-4%	-3%	0%	0%	2%	1%	0.4	1	3%
CCC(C)NC(=O)c1ccccc1NC(=O)c1ccccc1N(C)S(C)(=O)=O (stereo not drawn)	-5%	1%	26%	17%	3%	-12%	1.2	1	6%
CCn1c(=NC(=O)CCS(=O)(=O)c2ccccc2)sc2cccc(OC)c21	-9%	-6%	-93%[inhibitor]	1%	3%	-17%	-1.2	-7	-7%

Assay outcomes deposited in PubChem BioAssay by National Center for Advancing Translational Sciences (NCATS).
